PP5 inh – inhibitors of human protein phosphatase 5 (PP5). inhibition, % at 6.7 µM. AID 1987. P53041. 320,000 compounds, 0.18% hits. purified PP5c, OMFP substrate fluorescence;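 active means inhibition above the campaign's mean inhibition across all tested compounds plus 3 SD, cut at about 9.5% in these data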;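 further: 0% = DMSO only and 100% = 100 µM cantharidin control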
TPT1 inhibitor – blocks Candida albicans tRNA 2'-phosphotransferase; recombinant caTPT1, FP RNA substrate dephosphorylation; inhibition, % at 5 µM; 300,000 compounds, 0.81% hits; AID 1962;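 active means inhibition above the mean of all tested compounds plus 3 SD, set per screening campaign, cut at about 24% in these data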;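 further: plate controls were DMSO alone for no effect and ferristatin control at 100 nM for full effect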
Efflux pump mplx – blocks antifungal efflux pumps in multiplex yeast assay. S. cerevisiae Candida pump triplex, Nile Red efflux. inhibition, % at 10 µM. 330,000 compounds, 0.44% hits. AID 485275;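 active means plate passing quality check with inhibition over a set limit, or well fluorescence over plate mean plus 4 SD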;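 further: Nile Red retained in pooled yeast measured as flow cytometry median fluorescence; 0% = buffer negative control and 100% = Enniatin B positive control; higher means more Nile Red kept so more efflux inhibition; some compounds called inactive have numbers as strong as hits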
CTSL1 counter – counter-screen for PFM18AAP inhibitors: inhibitors of F. hepatica cathepsin L1; recombinant F. hepatica cathepsin L1, Z-Leu-Arg-MCA fluorescence; inhibition, % at 5.96 µM; 300,000 compounds, 0.49% hits;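 active means inhibition above the mean of all tested compounds plus 3 SD, set per screening campaign, cut at about 17% in these data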;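 further: 0% = plate median of test compound wells and 100% = 1 µM Z-Phe-Ala-diazomethylketone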
ZTA counter – counter-screen for EBNA-1 inhibitors: inhibitors of Epstein-Barr virus ZTA | P03206 | ZTA-DNA binding, fluorescence polarization | inhibition, % at 11 µM | 320,000 compounds, 0.15% hits | AID 2234; in the data active means inhibition above about 33%
EBNA-1 inhibitor – blocks EBNA-1 binding to DNA; EBNA-1 DNA binding, fluorescence polarization; inhibition, % at 14.8 µM; 300,000 compounds, 0.34% hits; in the data active means inhibition above about 28%
HCV core dimer – blocks dimerization of HCV core protein; TR-FRET GST/Flag-core106 dimerization, 1536-well; inhibition, % at 5 µM; 300,000 compounds, 0.33% hits; AID 1899;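 active means inhibition above the mean of all tested compounds plus 3 SD, set per screening campaign, cut at about 45% in these data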
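Test system: GST/Flag-tagged HCV core106 proteins; Medium: KF-containing HEPES buffer, pH 7.45, DTT, CHAPS, BSA; Times: compound-protein-antibody incubation 4 h at 22.5 °C; Detection: TR-FRET 671 and 617 nm emission; Benchmarks: wells lacking GST-core106 and wells with excess unlabelled core106.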
PP1 counter – PP1-alpha (human) inhibition in PP5 counter-screen; P62136; purified PP1alpha, OMFP fluorescence; inhibition, % at 6.7 µM; 320,000 compounds, 0.9% hits; AID 2235;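 active means inhibition above the mean inhibition of all tested compounds plus 3 SD, computed separately for each screening campaign, cut at about 15% in these data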
Target sequence (P62136 whole entry, looked up): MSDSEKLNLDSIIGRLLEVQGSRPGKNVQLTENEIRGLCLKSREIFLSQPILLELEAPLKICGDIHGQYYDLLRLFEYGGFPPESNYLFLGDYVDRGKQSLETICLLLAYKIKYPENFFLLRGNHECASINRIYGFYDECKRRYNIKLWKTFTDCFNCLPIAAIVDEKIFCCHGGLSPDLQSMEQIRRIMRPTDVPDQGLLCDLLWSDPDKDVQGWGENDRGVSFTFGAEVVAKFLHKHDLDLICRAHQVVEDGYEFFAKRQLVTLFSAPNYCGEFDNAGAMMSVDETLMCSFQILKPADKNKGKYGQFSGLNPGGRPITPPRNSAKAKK
PREPL inhibitor – human PREPL enzyme inhibition | inhibition, % at 5.96 µM | 320,000 compounds, 0.68% hits | AID 2751 | recombinant PREPL, fluorescence polarization activity-based probe | Q4J6C6; in the data active means inhibition above about 43%;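 further: 0% = enzyme with DMSO and 100% = wells lacking enzyme; many of its hits are not listed in these tables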
Target sequence (Q4J6C6 whole entry, looked up): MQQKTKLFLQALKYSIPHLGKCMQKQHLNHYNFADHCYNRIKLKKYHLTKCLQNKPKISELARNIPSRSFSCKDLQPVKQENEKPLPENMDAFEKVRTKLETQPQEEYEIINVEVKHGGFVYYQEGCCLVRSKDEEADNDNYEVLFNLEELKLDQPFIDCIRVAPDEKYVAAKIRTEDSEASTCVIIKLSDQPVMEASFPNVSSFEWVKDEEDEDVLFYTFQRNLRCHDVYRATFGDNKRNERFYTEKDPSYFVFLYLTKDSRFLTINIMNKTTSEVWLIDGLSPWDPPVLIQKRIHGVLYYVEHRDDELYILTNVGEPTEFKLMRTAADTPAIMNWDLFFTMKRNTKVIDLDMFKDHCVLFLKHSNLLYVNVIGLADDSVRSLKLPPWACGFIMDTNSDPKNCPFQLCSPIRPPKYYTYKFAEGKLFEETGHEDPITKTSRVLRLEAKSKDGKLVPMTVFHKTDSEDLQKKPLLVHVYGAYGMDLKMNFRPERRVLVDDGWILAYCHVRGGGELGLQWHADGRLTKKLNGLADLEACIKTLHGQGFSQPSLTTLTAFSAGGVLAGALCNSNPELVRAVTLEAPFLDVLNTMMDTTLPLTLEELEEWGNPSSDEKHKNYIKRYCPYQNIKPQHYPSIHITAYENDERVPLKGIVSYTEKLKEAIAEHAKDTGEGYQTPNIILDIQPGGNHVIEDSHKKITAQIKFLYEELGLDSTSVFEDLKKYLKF
Numbers without * were called inactive; x = not tested or not shown.

SMILES | PP5 inh | TPT1 inhibitor | Efflux pump mplx | CTSL1 counter | ZTA counter | EBNA-1 inhibitor | HCV core dimer | PP1 counter | PREPL inhibitor
CCC(C)(C)n1nnnc1C(c1ccc(F)cc1)N1CCC(C(N)=O)CC1 (stereo not drawn) | -3.0 | 3.0 | 0.2 | -8.1 | -9.2 | -8.7 | -0.4 | -10.1 | 1.9
Cc1sc2ncn(CC(=O)N3CCCCC3)c(=O)c2c1C | 3.7 | 0.6 | -0.1 | 0.3 | -8.8 | 0.2 | -3.2 | -2.4 | 0.6
O=C(N[C@H]1CCC(=O)N([C@H](CSc2ccccc2)Cc2ccccc2)CC1)OCc1ccccc1 | 3.2 | 1.4 | 0.0 | 0.3 | 4.2 | -3.1 | 12.5 | 5.3 | 22.2
COc1ccc2c(c1)CCc1c(C(=O)N3CCCC3)noc1-2 | 1.4 | -1.3 | 0.6 | -0.4 | -2.4 | -7.6 | -3.7 | 3.9 | 6.1
Fc1ccc(CSc2nnc(-c3cccnc3)o2)cc1 | -3.4 | 3.2 | 0.2 | 0.4 | -1.8 | -0.3 | 8.7 | -4.7 | 11.0
O=C(NNC(=O)C1CCCN(c2ncccn2)C1)c1ccc(F)cc1 (stereo not drawn) | -0.5 | 0.3 | -0.1 | -2.1 | 0.7 | 6.4 | -9.3 | -1.0 | 16.2
O=C(c1cc(S(=O)(=O)N2CCN(c3ccccc3)CC2)ccc1Cl)N1CCCC(C(F)(F)F)C1 (stereo not drawn) | 1.0 | 2.7 | 0.2 | 1.1 | 5.2 | -5.3 | 7.4 | 3.5 | 5.3
Cc1ccc(C(=O)Nc2ccc(C(=O)N3CCCCC3)cc2)o1 | 1.4 | -0.8 | 0.9 | 0.5 | 4.6 | 6.5 | 0.8 | -2.3 | 6.3
COC(=O)[C@@]1(Cc2ccc(OC)cc2)[C@H]2c3cc(C(=O)N(C)C)n(CCc4ccc(OC)c(Br)c4)c3C[C@H]2CN1C(=O)c1ccccc1 | 1.7 | 1.0 | 0.1 | 0.1 | 4.3 | 2.3 | 10.1 | 3.5 | -6.0
O=C(N/N=C/c1cn(-c2ccccc2)nc1-c1cccnc1)c1cccnc1 | -0.8 | 0.1 | -0.3 | 4.3 | -2.5 | 9.9 | 0.8 | 2.6 | -12.8
COc1cccc(C2=CC(=O)CC(C)(C)C2)c1 | 1.4 | x | 0.1 | x | 1.0 | x | x | -3.5 | 4.1
CCOC(=O)C1=C(N)N(c2ccccc2Oc2ccccc2)C(=O)C1 | -1.5 | -1.4 | 0.0 | 2.8 | 3.4 | -3.9 | 5.0 | -5.0 | 6.9
O=C(CCSc1ccc(Cl)cc1)NC12CC3CC(CC(C3)C1)C2 | -0.1 | -1.9 | -0.1 | -5.9 | 13.2 | 6.7 | 1.5 | 2.4 | 2.4
N/C(=N\N=C\c1ccco1)SC1CC(=O)N(c2ccccc2)C1=O (stereo not drawn) | 0.5 | 2.4 | -0.1 | 5.3 | 9.1 | 8.7 | 5.9 | -0.8 | 4.7
CCC(OC(=O)CN1C(=O)C(=O)c2ccccc21)C(=O)Nc1ccc(S(N)(=O)=O)cc1 (stereo not drawn) | 1.4 | -1.5 | 0.1 | -0.1 | 3.0 | 4.0 | 1.5 | -2.3 | -2.9
Cc1cccc(NC(=O)C2CCCN(C(=O)Nc3ccc(F)cc3)C2)c1 (stereo not drawn) | 2.6 | 0.1 | -0.3 | -2.7 | -12.2 | -3.5 | -5.6 | -0.3 | 4.4
O=C(Nc1ccccc1)N(C1=NCCC1)c1ccc(OC(F)F)cc1 | 1.9 | -13.4 | 0.1 | -0.6 | 9.4 | 3.8 | 3.7 | 0.1 | 11.8
COc1ccc(-n2c(SCC(=O)N3CCN(c4ccccc4)CC3)nc3c(c2=O)SCC3)cc1 | 1.5 | -1.0 | 0.0 | -3.0 | -11.8 | 12.0 | 28.5 | 1.3 | 41.8
COc1ccc(-c2cc(C(=O)NCC3CCCO3)c3cc(C(C)C)ccc3n2)cc1 (stereo not drawn) | 0.0 | 0.6 | -0.2 | 2.9 | -7.3 | 9.7 | 11.9 | -0.1 | 1.7
CC(C)(C)OC(=O)NCCCCCc1nnc(SCc2ccccc2F)o1 | 0.2 | -0.7 | -0.1 | 0.9 | -9.1 | 2.5 | 6.8 | -1.8 | 10.6
Cn1c(=O)cc(SCC(=O)Nc2ccc3c(c2)OCO3)c2ccccc21 | 0.9 | -0.1 | 0.0 | 1.4 | -13.9 | 14.2 | -3.1 | 0.9 | 20.8
CC(C)(C)c1nc(-c2ccccc2)nc2c1OCCC2 | 0.5 | -3.6 | -0.1 | -0.2 | -16.9 | 0.3 | -17.2 | -1.2 | 12.8
O=C(c1cnc2c(c1)COc1ccc(Cl)cc1-2)c1ccccc1O | -1.1 | -1.8 | -0.1 | 8.0 | -7.7 | 5.2 | 4.2 | -2.9 | 8.8
Cc1occc1C(=O)Nc1cccc(C(F)(F)F)c1 | 1.4 | -2.9 | 0.0 | 12.1 | -12.2 | -8.5 | 0.2 | 9.1 | 1.4
O=C(c1ccccc1)c1ccc(NCCCn2ccnc2)c([N+](=O)[O-])c1 | 2.9 | 2.9 | 0.1 | 1.3 | -27.5 | -12.3 | -0.7 | 2.5 | 3.0
O=S(=O)(/N=C(/Nc1cccc2ccccc12)c1ccccc1)c1ccc(Br)cc1 | 1.5 | -3.1 | -0.1 | -2.5 | -3.5 | -2.4 | 11.1 | 6.1 | -13.0
COc1ccccc1C(=O)N1CCc2ccccc21 | 3.3 | -2.5 | -4.2 | -5.4 | -13.2 | 3.2 | 3.3 | -0.9 | -4.3
O=C(O)c1cc(N/N=C/c2ccc(N3CCOCC3)s2)ccc1Cl | 0.6 | 10.1 | -0.2 | 5.5 | 2.4 | 1.3 | -29.0 | 7.1 | 8.4
CC(C)C(=O)Nc1cccc(C(=O)Nc2nccs2)c1 | -1.4 | 4.6 | 0.1 | 5.4 | 2.8 | -5.3 | 3.5 | -2.6 | 27.1
Cc1cc(C)c2cc(C#N)c(N3CCCC3)nc2c1 | -0.9 | 0.4 | 0.0 | -12.3 | 4.2 | 3.0 | -4.1 | 6.6 | -6.7
O=C(O)CC1(Cc2nc(-c3cccs3)no2)CCCC1 | -0.3 | -2.0 | -0.2 | -2.7 | 9.2 | 5.7 | 1.4 | 0.5 | 3.0
O=C(Nc1ccc(N2CCOCC2)nc1)c1ccc(F)cc1 | 0.7 | -1.4 | -0.1 | 0.1 | 6.7 | 1.7 | 2.1 | 8.6 | 2.7
CC(=O)NS(=O)(=O)c1ccc(NC(=O)c2ccc(NC(=O)c3cccs3)cc2)cc1 | 1.0 | x | 0.1 | x | 1.0 | x | x | -1.3 | 5.2
COC(=O)c1ccccc1NC(=O)C1CC(=O)N(c2ccccc2)C1 (stereo not drawn) | 3.3 | -3.4 | -0.1 | 2.1 | -25.4 | 2.1 | 0.8 | 7.3 | -6.6
Cc1ccnc(NC(=O)c2ccc(Cl)c([N+](=O)[O-])c2)c1 | 5.0 | -1.2 | -0.1 | -1.5 | -16.7 | 5.2 | -1.7 | -0.4 | 6.4
O=C(Nc1ccc(NC(=S)NC(=O)C(c2ccccc2)c2ccccc2)cc1)c1ccccc1 | 1.1 | 0.1 | 0.0 | 3.3 | -10.6 | 7.8 | 57.0* | 2.9 | -20.6
Cc1ccc(C(=O)Nc2ccc(N3CCN(C)CC3)cc2)cc1 | 0.9 | -1.7 | -0.1 | -1.4 | 14.5 | 1.9 | 1.6 | 0.1 | 1.2
CCN1CCN(C(=S)NCCOC)CC1 | -1.7 | -4.9 | 0.0 | -2.4 | 3.6 | 13.8 | -7.1 | 0.9 | 8.3
O=C(CN1C(=O)NC2(CCCC2)C1=O)OCc1ccccc1 | -2.6 | x | -0.1 | x | -3.1 | x | x | -1.8 | -4.1
CCO[C@@H]1OC(C(N)=O)=C[C@H](C2CCCCC2)[C@H]1CCCO | 0.7 | 0.5 | 0.1 | -1.4 | -8.4 | 0.7 | -3.5 | -2.5 | 7.1
COc1ccccc1/C=C1/SC(=O)N(CCC(=O)Nc2ccc(S(=O)(=O)Nc3nccs3)cc2)C1=O | 0.9 | -4.5 | -0.2 | 0.7 | 18.4 | 27.3 | 28.0 | 7.4 | 7.2
CCc1ccccc1NC(=S)NN | 0.7 | -0.4 | -0.1 | 1.0 | 2.1 | 5.4 | -0.8 | -0.3 | 0.2
CS/C(=N\S(=O)(=O)c1cccs1)NC(=O)CSc1nc2ccccc2s1 | -0.3 | 0.4 | -0.1 | -1.3 | -6.6 | 3.2 | 6.3 | 1.2 | 19.2
Cn1c(Br)nc2c1c(=O)n(Cc1ccccc1)c(=O)n2C | -0.2 | 0.5 | 0.6 | 5.4 | -16.5 | -9.0 | 0.1 | 1.6 | 8.6
COc1cc(Br)cc(/C=N/NC(=O)Cc2ccccc2)c1O | 0.9 | -0.9 | -0.1 | -1.7 | -10.7 | -2.7 | -4.8 | 18.9* | 6.6
COc1ccc(N2CCN(C(=O)c3oc4ccccc4c3NC(=O)Cc3ccc(OC)c(OC)c3)CC2)cc1 | 2.2 | -0.7 | 0.2 | -6.1 | 10.1 | 12.0 | 6.6 | 0.6 | 14.3
CC(=O)Nc1cc(NC(C)=O)cc(C(=O)NC(C)(C)C)c1 | -0.1 | 0.8 | -0.1 | 5.5 | -12.9 | -12.5 | -0.7 | 1.2 | 10.2
Cc1c(Cl)cccc1NC(CC(=O)c1ccccc1)C(=O)O (stereo not drawn) | -0.4 | -1.2 | -0.1 | 2.2 | -2.1 | 11.6 | -2.1 | -1.9 | 0.1
CCOc1ccc(CN2CCN(CC3CC3)CC2CCO)cc1 (stereo not drawn) | -0.2 | 0.4 | 0.0 | 1.8 | 3.3 | 1.9 | -1.2 | -1.2 | 9.0
CCOc1cc(C(=S)N2CCCCC2)ccc1OCC(=O)NCc1ccccc1 | 3.1 | -0.4 | 0.2 | 1.6 | 3.6 | 5.9 | -0.3 | 0.7 | 22.9
CCc1ccccc1N(CC(=O)N1CCN(c2ccccc2)CC1)S(C)(=O)=O | 0.0 | -3.1 | 0.0 | -1.7 | 6.2 | 10.1 | 1.2 | 1.5 | -7.9
O=C(OCC(=O)N1CCN(C(=O)c2ccco2)CC1)c1ccc(Cl)cc1 | 1.8 | x | -0.1 | x | -25.8 | x | x | 9.1 | 15.9
CCc1ccc(C(=O)COC(=O)CCc2nc3ccccc3c(=O)[nH]2)cc1 | 0.6 | 0.7 | 0.0 | -3.3 | 3.2 | 6.0 | 7.0 | 2.2 | -2.2
CC1CN(C(=O)C(c2ccccc2)c2ccccc2)CC(C)O1 (stereo not drawn) | 1.0 | -1.4 | 0.0 | 1.9 | 6.4 | -4.0 | 1.8 | -8.0 | -4.4
CC1CCC(NC(=O)C(Cc2ccccc2)n2cccc2)CC1 (stereo not drawn) | 2.4 | -1.7 | 0.0 | -2.9 | -3.4 | -0.6 | 1.2 | -1.5 | -9.0

Assay outcomes from PubChem BioAssay.

This is a subset; rates above refer to the full screens.
